Screens from PubChem BioAssay.
MBD2 inh – MBD2-methylated oligo binding inhibition. Q9UBB5. TR-FRET, MBD2 binding to methylated oligonucleotide. inhibition, % at 4.4 µM. hit rate 0.31% among 370,000. AID 686964; in the data active means inhibition above about 13%
Target sequence (Q9UBB5 whole entry, looked up): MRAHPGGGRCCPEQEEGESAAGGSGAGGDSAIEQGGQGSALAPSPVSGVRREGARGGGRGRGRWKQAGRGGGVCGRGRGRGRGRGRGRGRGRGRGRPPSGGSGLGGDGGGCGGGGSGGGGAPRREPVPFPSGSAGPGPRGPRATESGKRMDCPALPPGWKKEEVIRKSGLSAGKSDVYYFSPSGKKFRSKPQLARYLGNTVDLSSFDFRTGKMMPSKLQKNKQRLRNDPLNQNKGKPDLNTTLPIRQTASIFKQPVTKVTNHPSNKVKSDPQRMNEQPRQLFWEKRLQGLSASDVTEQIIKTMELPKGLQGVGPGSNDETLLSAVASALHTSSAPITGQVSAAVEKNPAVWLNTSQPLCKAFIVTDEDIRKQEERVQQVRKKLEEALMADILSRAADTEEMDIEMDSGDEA
GC-B act – GC-B (human) receptor activation. HEK293-GC-B cells, CNP EC30, cGMP TR-FRET; 0% at EC30 CNP, 100% saturating CNP. activation, % at 10 µM. hit rate 0.11% among 370,000;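 active means activation at 10 µM reaching about 35% in either raw or pattern-adjusted values, limit read from the data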
rCAG binder – binds r(CAG) RNA repeats. r(CAG) RNA repeat, TO-PRO-1 dye displacement fluorescence. AID 651821. hit rate 1.3% among 370,000. inhibition, % at 3 µM;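 active means inhibition above the plate cutoff, the mean of all test compounds on that plate plus 3 SD, cut at about 35% in these data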;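 further: 0% = DMSO alone and 100% = 100 µM mitoxantrone as full dye displacement; higher means more dye released from RNA so lower well fluorescence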
LEDGF integ inh – blocks HIV-1 LEDGF/p75-dependent DNA integration | TR-FRET IN-LEDGF/p75 DNA integration, Eu/Cy5 | inhibition, % at 3.7 µM | hit rate 0.64% among 370,000 | AID 743269;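 active means inhibition above the screen-wide mean plus 3 SD, cut at about 13% in these data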;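 further: signal is the Cy5 over europium emission ratio at 671 and 618 nm; 0% = plate median of compound wells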
PRMT1 inh – inhibitors of human PRMT1; recombinant PRMT1, activity-based probe fluorescence polarization; inhibition, % at 2.79 µM; AID 652257; hit rate 1.3% among 370,000;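 active means inhibition above about 21% made by adding two undisclosed values, limit read from the data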
HTRA1 inhibitor – blocks human HTRA1 serine peptidase; recombinant HTRA1, FP-rhodamine activity-based probe, fluorescence polarization; inhibition, % at 5.96 µM; hit rate 0.5% among 340,000; AID 504803; in the data active means inhibition above about 36%;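 further: 0% = enzyme with DMSO and 100% = wells lacking enzyme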
Target sequence (Q92743 whole entry, looked up): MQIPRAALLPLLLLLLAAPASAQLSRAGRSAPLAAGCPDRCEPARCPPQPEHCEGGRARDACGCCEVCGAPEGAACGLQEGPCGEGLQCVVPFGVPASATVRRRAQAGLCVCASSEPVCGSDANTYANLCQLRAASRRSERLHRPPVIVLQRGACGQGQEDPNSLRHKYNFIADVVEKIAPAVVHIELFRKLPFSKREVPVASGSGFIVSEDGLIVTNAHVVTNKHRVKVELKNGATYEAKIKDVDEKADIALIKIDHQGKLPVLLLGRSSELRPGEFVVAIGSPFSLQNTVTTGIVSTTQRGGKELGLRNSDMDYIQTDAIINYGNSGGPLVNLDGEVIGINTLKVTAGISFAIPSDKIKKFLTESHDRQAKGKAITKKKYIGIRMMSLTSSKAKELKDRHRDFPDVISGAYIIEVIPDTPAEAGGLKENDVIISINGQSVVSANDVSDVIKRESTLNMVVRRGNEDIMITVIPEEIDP
ABHD4 inh – inhibitors of mouse ABHD4. Q8VD66. purified mABHD4, FP-Rh probe fluorescence polarization. inhibition, % at 8.92 µM. hit rate 0.54% among 370,000. AID 720543;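 active means inhibition exceeding the mean over every tested compound plus 3 SD, cut at about 30% in these data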;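 further: 0% = plate median of compound wells and 100% = S159A mutant with DMSO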
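Assay system: wild-type mouse ABHD4 protein; compound: single nominal dose of 8.92 µM, 0.89% DMSO final; schedule: 45 min + 60 min at 25 °C; measured by: FP readout, ex 525 nm / em 598 nm; evaluation: % inhibition of FP-Rh probe binding versus controls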
TDP2 inh – TDP2 (human) inhibition, absorbance primary screen; recombinant TDP2, T5PNP hydrolysis, p-nitrophenol absorbance 415 nm; inhibition, % at 12.8 µM; hit rate 0.34% among 370,000; AID 720702;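 active means inhibition above the mean of all tested compounds plus 3 SD, set per campaign, cut at about 25% in these data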;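 further: 0% = DMSO with enzyme and 100% = buffer with substrate but no TDP2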
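System – recombinant human TDP2 · Amount – 120 nM TDP2 per well · Buffer or medium – Mg2+-containing Tris-HCl buffer, pH 7.5 · Reagent – T5PNP substrate, 5 mM · Dosing – 12.8 µM single point, 1% DMSO · Incubation – 2 h at 37 °C · Measured by – epi absorbance · Read-out basis – percent inhibition · Benchmarks – high control without enzyme, low control DMSO plus TDP2 · Repeats – singlicate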
TCR-CD3 inh – blocks the human TCR-CD3 interaction | AID 651800 | hit rate 0.37% among 360,000 | inhibition, % at 9.4 µM | TAMRA-labeled TCR probe fluorescence, biochemical; in the data active means inhibition above about 19%;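 further: recombinant mutant TCR 2C K166C tagged with TAMRA read by polarization; 0% = receptor in buffer alone and 100% = receptor with positive control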
SIAE inh – human SIAE inhibition, primary screen; Q9HAT2; SIAE FP-Rh probe binding, fluorescence polarization; inhibition, % at 9.66 µM; hit rate 0.69% among 370,000; AID 1053197;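 active means inhibition above a cutoff: mean of compounds within the control limits plus 3 SD of those, cut at about 17% in these data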;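 further: 0% = plate median of compound wells and 100% = probe without SIAE protein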
The depositor's hits bear a star; . = not tested or not shown. Only part of the results is shown; count on the stated rates, not on these rows.

SMILES	MBD2 inh	GC-B act	rCAG binder	LEDGF integ inh	PRMT1 inh	HTRA1 inhibitor	ABHD4 inh	TDP2 inh	TCR-CD3 inh	SIAE inh
O=C(Nc1ccc(N2CCN(C(=O)c3ccccc3)CC2)cc1)c1cc([N+](=O)[O-])ccc1N1CCOCC1	0.8	2.7	0.8	-1.9	-2.7	2.2	3.6	13.0	-0.3	7.6
CCSc1nnc2c(n1)OC(C)(C)Nc1ccccc1-2	-18.2	3.4	1.0	1.7	-0.2	6.6	0.6	11.4	2.1	2.3
CCOC(=O)c1c(C)[nH]c(C(=O)N2CCCC(C(=O)c3cccc(OC)c3)C2)c1C (centres undefined)	1.5	-9.1	-3.3	3.4	-1.1	-11.4	-2.5	-12.1	-2.7	-0.9
CCOC(=O)CCCNC(=O)c1cncc(Br)c1	4.0	0.5	-0.2	6.2	-2.3	1.4	0.2	-17.7	-5.4	-0.6
COc1ccc2[nH]c(C(=O)N/N=C/c3ccccc3OC)cc2c1	6.9	-7.7	11.4	-6.0	8.0	-15.6	-27.4	-17.1	-5.0	-8.8
CCOC(=O)C(=O)Nc1ncc(Cl)s1	-3.9	5.7	-0.5	-7.0	5.1	7.5	-1.2	5.0	-9.1	-2.5
O=C(c1ccco1)N1CCCN(Cc2nc(-c3ccc4c(c3)OCO4)no2)CC1	3.8	-4.2	-3.0	-1.4	1.5	-1.2	-4.3	1.8	-3.3	4.8
CC(=O)N1CC(=O)N=C1SCC(=O)Nc1nc(C)c(-c2ccccc2)s1	-0.3	-4.3	0.4	-2.7	18.2	-3.8	8.7	-12.3	-4.3	2.7
C/C(=N\NC(=O)c1cccc(F)c1)c1ccc(NC(=O)Cc2ccccc2)cc1	1.4	-1.7	-1.5	-2.4	3.9	-3.6	2.1	6.9	2.4	3.9
Cc1nc(NC(=O)CSc2ccc(-c3nc4ccccc4[nH]3)cn2)sc1C	-7.6	4.1	-1.1	-2.6	6.1	-4.7	1.7	3.6	8.4	-16.4
CCOC(=O)Cc1csc(SCc2cc(=O)oc3cc(O)ccc23)n1	0.3	9.6	7.9	-0.8	0.0	0.2	6.4	4.0	2.0	0.8
Cc1ccc(Nc2nc(N)nc(CN3CCN(Cc4ccc5c(c4)OCO5)CC3)n2)cc1	1.3	-0.9	-5.6	1.0	-2.2	0.9	5.2	-1.7	-3.0	-3.4
CCCNS(=O)(=O)c1cc2c3c(c1)C(C)C(=O)N3CCC2 (centres undefined)	-4.9	2.8	2.3	3.7	-4.3	-2.8	-6.1	-7.8	5.4	4.8
COCc1cc(C2C(C(=O)c3ccco3)=C(O)C(=O)N2CCOCCO)ccc1O (centres undefined)	-0.1	-6.0	1.5	-3.1	-1.3	1.5	0.2	-2.7	11.0	2.3
CCOc1cc2[nH]c(=S)n(Cc3ccc(C(=O)N4CCN(C)CC4)cc3)c(=O)c2cc1OCC	-1.0	-5.0	-3.5	0.5	-3.9	-2.1	6.3	-2.7	16.0	-4.2
O=C(Nc1nnc(/N=C/c2ccco2)s1)c1ccc(F)cc1	0.6	2.1	3.4	2.2	-3.1	-1.2	3.9	5.1	7.8	3.1
CC1=C(C(=O)N(C(C)C)C(C)C)CC(CC(=O)NCCCCc2ccccc2)C(=O)N1Cc1ccc(F)cc1 (centres undefined)	0.5	1.1	-0.4	0.1	-1.2	.	5.2	-4.2	5.7	1.2
CC1Oc2ccccc2N(CC(=O)NC2CCCC2)C1=O (centres undefined)	-1.1	4.3	2.1	-1.4	-1.1	1.9	2.4	-0.3	9.0	6.5
O=C(Nc1cccc(-c2nc3cccnc3s2)c1)c1ccco1	1.1	-3.2	4.6	-1.0	-0.8	-29.0	-8.2	-2.1	2.0	-23.6
CCCCNC(=S)Nc1cccc(C(C)=O)c1	-0.8	1.1	1.2	0.8	-2.4	0.5	1.1	-13.3	-9.9	4.0
COc1ccc(Cn2nc(C(=O)O)c3ccccc3c2=O)cc1F	3.4	14.8	-1.0	-10.0	0.6	-5.4	7.4	-2.5	-0.1	-8.9
CCCc1c(O)nc(SC2CC(=O)N(c3ccc(OC)cc3)C2=O)[nH]c1=O (centres undefined)	-5.3	4.9	2.4	4.3	-0.3	-0.6	2.5	-1.7	-1.3	2.6
CCOC(=O)CNC(=O)Cc1ccc(Cl)cc1	-4.8	-1.0	1.9	6.6	-4.1	3.9	-5.8	-7.4	-3.9	2.6
O=C1C2C3c4ccccc4C(c4ccccc43)[C@@H]2C(=O)N1c1nc(-c2ccccc2)cs1 (some centres undefined)	-1.4	-0.1	1.2	4.2	-0.6	7.8	-0.6	-12.3	2.3	0.4
O=C(NCc1ccc(C(=O)N2CCOCC2)cc1)c1cccc(Br)c1	1.6	7.2	0.8	-4.3	-1.2	.	5.9	8.6	.	5.1
COc1cc(-c2[nH]ncc2CN2CCN(Cc3cccs3)CC2)cc(OC)c1OC	-1.5	2.0	-4.4	-2.3	-1.4	0.2	-0.7	2.1	5.1	0.0
O=C(OCC(=O)N1CCc2ccccc21)c1ccncc1	0.0	-0.1	2.0	-1.3	1.6	-2.6	0.9	8.5	-0.7	-4.7
CCOC(=O)c1cc(CC)sc1NC(=O)COC(=O)c1cc[n+]([O-])cc1	-6.0	-6.9	0.6	2.5	0.4	-5.9	-0.4	-1.6	4.8	4.9
CC(=O)c1cccc(NC(=O)CSc2ccc(-c3ccc4c(c3)OCO4)nn2)c1	0.6	10.6	-0.3	-1.3	6.0	-2.0	3.8	0.5	6.2	-11.7
CCOc1cccc(C=NCCc2ccc(OC)c(OC)c2)c1O	-3.5	0.6	0.0	1.2	1.0	-2.7	3.1	-4.5	-2.3	4.4
Cc1ccc2nc3n(c(=O)c2c1)-c1ccccc1C(=O)NC3Cc1ccc(O)cc1 (centres undefined)	-4.7	10.4	1.3	-2.8	-2.0	.	-15.7	-20.4	-4.0	-5.3
CCC(C)c1ccccc1NC(=O)COC(=O)CCc1cc(OC)c(OC)c(OC)c1 (centres undefined)	1.7	-3.2	-2.6	-7.6	1.8	4.6	-5.7	-6.3	-3.0	-8.6
O=C(CSc1ccc2ccccc2c1)Nc1ccc(S(=O)(=O)Nc2nccs2)cc1	1.4	-0.3	74.4*	1.6	-3.7	-33.1	-19.0	6.1	7.9	-4.5
O=C(O)CCN1C(=O)C(=C2CCCCCC2)SC1=S	2.2	-2.8	5.0	3.8	6.8	0.0	12.2	5.8	-4.0	-0.5
COc1ccc(C(=O)NC(=S)Nc2ccc(S(=O)(=O)Nc3cc(C)on3)cc2)cc1OC	4.6	-6.0	34.7*	-2.0	-0.8	-7.9	3.6	-0.8	3.9	-2.9
COc1ccc(-c2nnn(CCc3nn[nH]n3)n2)cc1	-0.8	6.1	-0.2	-0.6	-0.7	1.8	5.8	1.6	-7.2	2.1
CCCCCCCCN1C(=O)[C@@H](CC(=O)NCCCN2CCCC2=O)C[C@@]2(C(=O)OC)C1=C[C@H](C1CCCC1)O[C@@H]2C	1.3	4.1	3.7	-2.2	-2.8	.	-4.6	-6.0	-1.6	-0.2
CCc1c(C)sc2nc(SCC(=O)Nc3cc(C)on3)n(CCOC)c(=O)c12	-0.8	6.3	-4.0	-2.4	-2.1	8.8	3.3	-9.5	-1.8	2.8
CC(C)c1cc(C(=O)OCC(=O)NC(=O)NCc2ccco2)c(O)c(C(C)C)c1	1.7	-1.9	-2.1	1.3	1.4	-48.3	-17.2	3.0	0.0	-9.5
O=C(C1CCCCC1)N1CCCC(c2nc(-c3ccc(F)cc3)no2)C1 (centres undefined)	7.5	-2.0	-7.4	0.6	1.3	-5.6	-5.0	1.8	-6.4	-3.0
Cc1ccc(S(=O)(=O)CCC(=O)OCC(=O)Nc2ncc(Cl)cc2Cl)cc1	-1.6	5.8	-2.2	3.9	0.7	-3.8	4.5	7.9	6.2	1.9
COc1ccccc1/C=N/N1C(=O)C2C3C=CC(CC3)C2C1=O (centres undefined)	2.4	5.2	-0.3	-3.2	2.7	3.6	-1.2	-2.4	5.6	-4.9
CC(OC(=O)Cc1c[nH]c2ccccc12)C(=O)N(C)c1ccccc1 (centres undefined)	0.7	-5.3	-5.4	-3.0	0.9	-5.0	2.1	6.9	-2.4	4.0
O=C(CN1C(=O)/C(=C2\SC(=S)N(C3CCS(=O)(=O)C3)C2=O)c2ccccc21)Nc1ccc(F)cc1 (centres undefined)	-5.9	-6.5	10.5	4.6	2.2	.	-13.9	-16.9	-6.9	-0.3

Part of the list above, with values under each structure.
Order of results – MBD2 inh | GC-B act | rCAG binder | LEDGF integ inh | PRMT1 inh | HTRA1 inhibitor | ABHD4 inh | TDP2 inh | TCR-CD3 inh | SIAE inh
> COc1ccc(-c2nnn(CCc3nn[nH]n3)n2)cc1
→ -0.8 | 6.1 | -0.2 | -0.6 | -0.7 | 1.8 | 5.8 | 1.6 | -7.2 | 2.1
> CCCCCCCCN1C(=O)[C@@H](CC(=O)NCCCN2CCCC2=O)C[C@@]2(C(=O)OC)C1=C[C@H](C1CCCC1)O[C@@H]2C
→ 1.3 | 4.1 | 3.7 | -2.2 | -2.8 | . | -4.6 | -6.0 | -1.6 | -0.2
> CCc1c(C)sc2nc(SCC(=O)Nc3cc(C)on3)n(CCOC)c(=O)c12
→ -0.8 | 6.3 | -4.0 | -2.4 | -2.1 | 8.8 | 3.3 | -9.5 | -1.8 | 2.8
> CC(C)c1cc(C(=O)OCC(=O)NC(=O)NCc2ccco2)c(O)c(C(C)C)c1
→ 1.7 | -1.9 | -2.1 | 1.3 | 1.4 | -48.3 | -17.2 | 3.0 | 0.0 | -9.5
> O=C(C1CCCCC1)N1CCCC(c2nc(-c3ccc(F)cc3)no2)C1 (centres undefined)
→ 7.5 | -2.0 | -7.4 | 0.6 | 1.3 | -5.6 | -5.0 | 1.8 | -6.4 | -3.0
> Cc1ccc(S(=O)(=O)CCC(=O)OCC(=O)Nc2ncc(Cl)cc2Cl)cc1
→ -1.6 | 5.8 | -2.2 | 3.9 | 0.7 | -3.8 | 4.5 | 7.9 | 6.2 | 1.9
> COc1ccccc1/C=N/N1C(=O)C2C3C=CC(CC3)C2C1=O (centres undefined)
→ 2.4 | 5.2 | -0.3 | -3.2 | 2.7 | 3.6 | -1.2 | -2.4 | 5.6 | -4.9
> CC(OC(=O)Cc1c[nH]c2ccccc12)C(=O)N(C)c1ccccc1 (centres undefined)
→ 0.7 | -5.3 | -5.4 | -3.0 | 0.9 | -5.0 | 2.1 | 6.9 | -2.4 | 4.0
> O=C(CN1C(=O)/C(=C2\SC(=S)N(C3CCS(=O)(=O)C3)C2=O)c2ccccc21)Nc1ccc(F)cc1 (centres undefined)
→ -5.9 | -6.5 | 10.5 | 4.6 | 2.2 | . | -13.9 | -16.9 | -6.9 | -0.3
